# Cardiac RTF inh – cardiac RTF calcium desensitization; P19429+P45379; IANBD-labeled cardiac RTF, Ca2+ fluorescence; inhibition, % at 7.15 µM; 0.12% of 340,000 active; AID 493244;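 active = inhibition above the mean inhibition of all tested compounds plus 3 SD, cut at about 17% in these data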;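 note: assay run at fixed EC70 calcium of 1.6 mM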
# Keap1 Nrf2 FP – inhibitors of human Keap1-Nrf2 protein-protein interaction. Q14145. Keap1 Kelch-Nrf2 peptide fluorescence polarization, 1536-well. inhibition, % at 9.4 µM. 0.15% of 340,000 active; in the data active = inhibition above about 12%; inconclusive = no clear call, values can overlap the other calls; inactive = below about 7.3%;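 note: human Keap1 Kelch domain with fluorescein labeled Nrf2 9mer peptide probe; 0% = neutral control wells and 100% = peptide positive control; higher means more block of Keap1 binding to Nrf2 peptide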
# PKA-R2B act – activates the human PKA-R2B holoenzyme complex; activation, % at 11.4 µM; 0.079% of 340,000 active; PKA-R2B holoenzyme dissociation, Cy5-IP20 fluorescence polarization; R2B truncated from residue 108, S112A mutant; 0% DMSO only, 100% 113 µM cGMP; AID 504700;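 active = activation above a cutoff set at the mean over all compounds plus 3 SD, cut at about 18% in these data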;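 note: higher means more holoenzyme dissociation and a rise in polarization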
# Target sequence (P31323 whole entry, looked up, other chains not shown, the tested form may be a part): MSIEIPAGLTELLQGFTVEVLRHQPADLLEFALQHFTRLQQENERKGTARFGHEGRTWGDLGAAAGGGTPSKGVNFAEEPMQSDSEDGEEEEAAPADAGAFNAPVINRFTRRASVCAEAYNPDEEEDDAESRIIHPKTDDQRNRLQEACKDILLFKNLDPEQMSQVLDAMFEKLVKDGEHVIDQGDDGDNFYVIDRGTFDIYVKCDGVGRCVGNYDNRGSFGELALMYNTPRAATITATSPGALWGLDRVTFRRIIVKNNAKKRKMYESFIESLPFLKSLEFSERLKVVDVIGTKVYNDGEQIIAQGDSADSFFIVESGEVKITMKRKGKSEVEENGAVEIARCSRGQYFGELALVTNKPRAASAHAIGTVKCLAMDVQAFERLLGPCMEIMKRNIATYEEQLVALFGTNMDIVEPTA
# SR-BI uptake up – enhances SR-BI lipid uptake from DiI-HDL. CHO ldlA[mSR-BI] cells, DiI-HDL uptake fluorescence, 3 h; 100 = double the neutral-control signal. activation, % at 12.5 µM. 0.096% of 320,000 active. AID 504775;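 active = mean replicate activation of at least 60% and every replicate at or above 60%; inconclusive = mean or all-replicate condition met, but not both; inactive = mean below 60% and not all replicates reaching 60%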;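 note: 0% = median plate neutral-control signal and 100% = twice that signal; values of inactives mirror those of a sister screen read the other way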
#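 Material: SR-BI-overexpressing, LDLR-lacking CHO cells | Dosing: Single compound concentration, delivered by pin transfer | Probe or stimulus: Labelled HDL, 10 µg/mL | Signal: Bottom-read cell fluorescence after medium removal, ex 550/em 595 nm | Schedule: 3 h, 37 °C | Evaluation: HDL uptake via cellular fluorescence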
# C-LANA FP – inhibitors of KSHV LANA C-terminal domain DNA binding | MBP-C-LANA/FAM-LBS DNA binding, fluorescence polarization | inhibition, % at 9 µM | 0.078% of 340,000 active | AID 504423;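 active = highest replicate inhibition at or above 60% at 9 µM, even if other replicates fall short; inactive = all replicates below 60% inhibition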;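 note: 0% = neutral control wells and 100% = 4 µM acridine orange control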
# cardiac RTF act – cardiac RTF calcium sensitization; 0.24% of 340,000 active; IANBD-labeled TnC RTF fluorescence at EC20 calcium; 0% EC20 calcium, 100% full calcium; AID 493008; activation, % at 7.2 µM; P19429+P45379;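 active = activation above the mean over all tested compounds plus 3 SD, cut at about 30% in these data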;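 note: rise in fluorescence read as greater calcium sensitivity of cardiac thin filaments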
# CAL PDZ FP-1 – human CAL PDZ-peptide interaction inhibition; Q9HD26; purified CAL PDZ, TMR-peptide fluorescence polarization, 1 h; inhibition, % at 20 µM; 0.02% of 330,000 active; AID 504414;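 active = highest replicate inhibition of at least 40%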;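 note: plate controls were DMSO neutral control wells for no effect and unlabeled competitor peptide control wells for full effect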
#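 Read-out basis: mP drop reported as inhibition | Assay system: Tagged CAL PDZ protein CerCALP, purified | Benchmarks: Unlabelled peptide for full inhibition, DMSO wells as neutral | Schedule: 1 h incubation at room temperature before polarization reading | Buffer or medium: Sodium phosphate/NaCl buffer pH 7.4 with TCEP, IgG, Thesit | Doses: Single point, 20 µM | Measured by: Fluorescence polarization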
# CAL PDZ FP-2 – CAL PDZ (human) peptide binding inhibition | purified CAL PDZ, TMR-peptide fluorescence polarization, 1 h | AID 602252 | inhibition, % at 24.9 µM | 0.92% of 300,000 active;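 active = mean inhibition of at least 30% with at least half of replicates also reaching 30%; inconclusive = no clear call, values can overlap the other calls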;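 note: 0% = DMSO neutral control and 100% = excess unlabeled competitor peptide PRC23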
# Rtt109 Vps75 – blocks Candida albicans Rtt109/Vps75 acetyltransferase activity. inhibition, % at 34.9 µM. 0.16% of 330,000 active. Q5AAJ8. purified Rtt109/Vps75, ThioGlo CoA-SH fluorescence, 4 h;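 active = inhibition of at least 50% in every replicate; inconclusive = best replicate reaches 50% inhibition but some replicates fall short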
# DAGLB inh – blocks human DAGLB lipase activity; inhibition, % at 5.17 µM; HEK293T DAGLB membrane lysate, EnzChek fluorogenic substrate; Q8NCG7; 0.059% of 340,000 active; AID 504411; in the data active = inhibition above about 34%;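 note: 0% = enzyme with vehicle and 100% = wells lacking enzyme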
# Target sequence (Q8NCG7 whole entry, looked up): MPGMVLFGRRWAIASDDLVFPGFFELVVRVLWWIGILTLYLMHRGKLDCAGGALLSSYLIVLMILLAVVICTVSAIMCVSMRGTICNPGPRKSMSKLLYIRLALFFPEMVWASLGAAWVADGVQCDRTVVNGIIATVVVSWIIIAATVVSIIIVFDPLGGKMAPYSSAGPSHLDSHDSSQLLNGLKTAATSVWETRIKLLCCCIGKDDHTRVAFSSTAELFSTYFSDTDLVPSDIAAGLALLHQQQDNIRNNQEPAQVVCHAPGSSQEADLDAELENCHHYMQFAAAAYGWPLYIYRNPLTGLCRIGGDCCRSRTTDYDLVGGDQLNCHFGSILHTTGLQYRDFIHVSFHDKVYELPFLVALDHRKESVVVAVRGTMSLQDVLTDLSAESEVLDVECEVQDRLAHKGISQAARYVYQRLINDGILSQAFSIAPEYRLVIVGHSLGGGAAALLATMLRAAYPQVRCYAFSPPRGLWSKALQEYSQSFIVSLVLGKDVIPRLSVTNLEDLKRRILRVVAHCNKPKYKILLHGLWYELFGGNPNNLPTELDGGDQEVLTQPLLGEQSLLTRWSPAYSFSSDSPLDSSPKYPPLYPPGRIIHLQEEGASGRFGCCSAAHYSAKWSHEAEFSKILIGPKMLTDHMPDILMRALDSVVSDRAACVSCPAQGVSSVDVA
# Starred values were filed as active, the others as inactive; ? = inconclusive; / = not tested or not shown.
SMILES,Cardiac RTF inh,Keap1 Nrf2 FP,PKA-R2B act,SR-BI uptake up,C-LANA FP,cardiac RTF act,CAL PDZ FP-1,CAL PDZ FP-2,Rtt109 Vps75,DAGLB inh
O=C(CCCN1C(=O)c2cccc3cccc(c23)C1=O)NCCN1CCOCC1,-7,0,9,-2,2.6,-7,-2.6,-2,6,0
COCc1nnc(NC(=O)c2ccccc2Oc2ccccc2)s1,-3,-2,1,1,-0.5,11,2.0,-3,0,1
CCN(CC)CCN(C(=O)/C=C/c1cccs1)c1nc2ccc(C)cc2s1,-5,1,-3,/,-0.4,-1,-2.9,-2,28,-8
Cc1cc(NC(=O)CS(=O)(=O)c2ccc(F)cc2)no1,-4,-7,-3,-5,-0.9,2,-1.6,29,-4,3
COc1ccc(C(CNC(=O)CSc2ccccc2C)N(C)C)cc1 (stereo unspecified),1,1,17,/,0.7,4,-3.0,-2,5,-1
COCCNC(=S)N=Nc1c(O)[nH]c2c(C)cc(C)cc12,2,-1,-6,6,2.0,4,0.4,5,10,5
COc1ccc(C(=O)NCC(=O)OCC(=O)c2ccc3c(c2)NC(=O)CO3)cc1,1,-3,-3,-6,1.7,1,-1.8,-4,5,2
COc1ccc(OCC(=O)NC(=S)Nc2ccc3c4c(cccc24)CC3)cc1,0,-1,-2,-10,-0.5,-5,-0.3,-2,/,-13
CC1CCN(CCn2c(=S)[nH]c3cc4c(cc3c2=O)OCO4)CC1,-8,-8,-4,10,-1.7,4,-2.6,-5,-4,1
Oc1ccc(Cl)cc1CNCc1ccc(Cl)cc1,-13,-3,-1,29,1.1,10,-0.5,2,-1,-13
O=C(/C=C/c1cccc([N+](=O)[O-])c1)N1CCN(C(=O)c2ccco2)CC1,10,-3,-2,14,-0.9,1,-0.3,0,3,-1
COc1ccccc1CNC(=O)c1oc2ccc(S(=O)(=O)N3CCOCC3)cc2c1C,2,3,8,/,-2.0,-5,-1.8,-1,29,-2

# No new results follow: entries from further up.
SMILES,Cardiac RTF inh,Keap1 Nrf2 FP,PKA-R2B act,SR-BI uptake up,C-LANA FP,cardiac RTF act,CAL PDZ FP-1,CAL PDZ FP-2,Rtt109 Vps75,DAGLB inh
O=C(/C=C/c1cccc([N+](=O)[O-])c1)N1CCN(C(=O)c2ccco2)CC1,10,-3,-2,14,-0.9,1,-0.3,0,3,-1
COc1ccccc1CNC(=O)c1oc2ccc(S(=O)(=O)N3CCOCC3)cc2c1C,2,3,8,/,-2.0,-5,-1.8,-1,29,-2

# The main list resumes, repeating the 4 entries before the break.
SMILES,Cardiac RTF inh,Keap1 Nrf2 FP,PKA-R2B act,SR-BI uptake up,C-LANA FP,cardiac RTF act,CAL PDZ FP-1,CAL PDZ FP-2,Rtt109 Vps75,DAGLB inh
CC1CCN(CCn2c(=S)[nH]c3cc4c(cc3c2=O)OCO4)CC1,-8,-8,-4,10,-1.7,4,-2.6,-5,-4,1
Oc1ccc(Cl)cc1CNCc1ccc(Cl)cc1,-13,-3,-1,29,1.1,10,-0.5,2,-1,-13
O=C(/C=C/c1cccc([N+](=O)[O-])c1)N1CCN(C(=O)c2ccco2)CC1,10,-3,-2,14,-0.9,1,-0.3,0,3,-1
COc1ccccc1CNC(=O)c1oc2ccc(S(=O)(=O)N3CCOCC3)cc2c1C,2,3,8,/,-2.0,-5,-1.8,-1,29,-2
CN(/N=C/c1cc([N+](=O)[O-])ccc1O)c1ccccc1,-5,-5,-9,0,-1.5,2,0.8,5,-1,-2
O=S(=O)(c1ccc(F)cc1)N1CCC2(CC1)OCCN2S(=O)(=O)c1cccs1,0,-1,-19,8,-0.9,3,-1.1,-1,6,-1
COc1ccccc1OCCn1c(CO)nc2ccccc21,1,-4,-5,6,-0.4,0,-0.7,/,11,0
Cc1cccc(C)c1OCCCCN1CCCCC1,0,-3,1,11,-0.6,-2,-0.3,-4,21,-4
C=CCn1c(N)c(C(=O)NCC2CCCO2)c2nc3ccccc3nc21 (stereo unspecified),5,-6,-5,1,0.0,-8,-1.6,-3,-342,-1
O=C(CCCCl)NC1=NN(c2ccccc2)C(=O)C1,-11,-4,-11,15,-0.7,1,-3.9,-7,5,-1
COc1ccccc1Nc1nnc(SCC(=O)N2CCCC2=O)s1,3,-6,-9,-1,0.2,12,2.2,-4,0,1
C=CCNC(=O)C1CC(=O)N(c2ccc(OCC(=O)Nc3ccccc3)cc2)C1 (stereo unspecified),0,1,3,9,1.4,4,-0.7,7,10,3
N#Cc1ccc(OCC(=O)OCC(=O)c2ccc[nH]2)cc1,0,2,9,-10,0.1,0,-3.1,-4,-1,-1
CCOC(=O)c1nn(-c2ccc(F)cc2)c2nc(-c3ccccc3)c(C#N)c(=O)n12,2,-1,-4,-17,-1.9,-4,-2.3,-10,-6,-12
Cc1cc(N2C(=O)C(O)=C(C(=O)c3ccco3)C2c2ccccc2F)no1 (stereo unspecified),-3,1,3,7,0.8,-4,-2.9,-3,7,-7
Cc1cc(S(=O)(=O)NC2CCCCC2)ccc1OCC(=O)N1CCOCC1,2,-4,-13,14,1.5,-2,-0.8,/,-9,5
O=C(NCC(=O)N1CCCC(C(F)(F)F)C1)c1ccccc1F (stereo unspecified),-5,-2,-12,38,-0.2,-2,-1.3,-5,-13,1
O=C(Cn1cnc2ccccc21)Nc1ccccc1-c1ccccc1,-2,-1,4,0,-2.4,-3,0.4,-2,3,1
OC(c1ccccc1)c1nc2ccccc2[nH]1 (stereo unspecified),-1,3,-8,-7,0.1,0,-2.9,/,2,-1
C/C=C/C(=O)N[C@@H]1c2ccccc2CC[C@@H]1OCc1ccccc1,-5,5,4,5,-2.2,-5,-1.7,-7,9,-1
CCC(=O)N1N=C(c2ccc(NS(=O)(=O)c3ccc(C)cc3)cc2)CC1c1ccco1 (stereo unspecified),-2,1,5,-3,0.5,-2,-1.2,2,-1,-2
O=C(Nc1cnc2ccccn2c1=O)c1ccc(F)cc1,9,-6,6,-4,0.5,6,-3.4,6,11,-1
Cc1cc(C)c(S(=O)(=O)Nc2ccc(Cl)cn2)c(C)c1,0,-1,-6,6,-0.1,-6,/,-3,8,-4
Cc1cc(C)c(S(=O)(=O)NCCC2CCCN2C)c(C)c1 (stereo unspecified),-3,-2,2,17,0.9,2,-0.4,-1,-16,2
C[C@@H](C(=O)NCc1ccccn1)[C@H]1C[C@]1(C)[C@H](NC(=O)OCc1ccccc1)c1ccccc1,-3,-1,4,13,1.3,0,-0.6,-2,7,-1
O=C(NCc1ccccc1)c1nncc(-c2ccccc2)n1,4,-3,6,21,-2.1,-4,-0.3,-1,-1,1
COc1ccc(C/C(C)=N/NC(=O)c2cccnc2)cc1,7,0,-9,27,0.0,5,-2.1,1,-1,2
Cn1c(C(=O)NCCN2CCc3ccccc3C2)cc2c(=O)n(C)c3ccccc3c21,-6,2,1,-59,-1.1,4,-4.9,/,?,-1
Cc1ccc(-c2nn(-c3ccccc3)cc2C2CC(c3cccs3)=NN2C(=O)CCC(=O)O)cc1 (stereo unspecified),11,2,-1,15,4.2,1,-2.2,-3,10,0
O=C1/C(=C\Nc2ccc(OC(F)(F)F)cc2)CCN1c1ncccn1,-3,-7,-8,13,0.8,-1,-0.9,-2,2,1
CCC[N+](CC#CCO)(CC#Cc1ccccc1)CCC,-11,-2,-3,/,-2.6,6,1.1,0,-7,2
CC(C)OCC(O)CN1CCN(CCN2C(=O)c3cccc4cccc(c34)C2=O)CC1 (stereo unspecified),2,-1,-12,14,-3.4,-2,-2.5,0,0,-2
O=C(Cc1n[nH]c(=O)[nH]c1=O)N/N=C/c1ccccc1,-7,5,-3,15,-1.8,-7,-0.5,1,-1,1
O=C(NC(=S)Nn1cnnc1)c1ccccc1Br,-3,-3,-9,2,-1.3,2,-0.1,53*,-6,-1
Cc1cccc(C(=O)Nc2ccc(C(=O)Nc3ccc(O)cc3)cc2)c1,-12,-1,11,-68,0.0,3,-2.3,0,1,5
O=C(NCCC(=O)N(Cc1ccco1)Cc1cccs1)c1ccc([N+](=O)[O-])cc1,1,1,0,-13,-0.2,-7,-0.9,-1,8,1
CCN(CC)CCCN(C(C)=O)c1nc(-c2cc(OC)ccc2OC)cs1,-2,-3,-4,19,-2.2,-3,-0.6,-1,-4,2
COc1ccc(C(=O)NCCCN2CCCC2=O)cc1,-5,-2,1,25,0.0,5,/,13,0,1
O=S(=O)(/C=C/c1ccccc1)Oc1ccccc1,7,-3,-11,22,-1.2,-5,-1.8,-5,-3,-1
CCOC(=O)N1CCN(C(=O)CSCC(=O)Nc2nc(-c3ccc4c(c3)OCO4)cs2)CC1,-10,-3,-2,-51,-1.3,-6,-0.6,1,3,-3
O=C(NNS(=O)(=O)c1ccccc1F)c1sccc1-n1cccc1,-8,-2,-9,6,0.2,-6,-1.5,-1,27,0
COc1ccc(NC(=O)CCOc2ccccc2)cc1,-4,-1,2,-7,-1.4,7,0.1,-3,1,-3
CC1(OC(=O)C2CCCC2)C(=O)C=C2C=C(c3ccsc3)OC=C2C1=O (stereo unspecified),-13,-2,-6,-8,78*,-5,-1.4,-5,-9,9
COc1ccccc1C(=O)N1[C@@H](C(C)C)COc2cc(Br)ccc2S1(=O)=O,-10,3,0,-8,0.9,-4,-1.1,-2,3,-4
Cc1ccc(C(=O)N2CCCCC2)cc1S(=O)(=O)N1CCOCC1,-17,3,-12,0,0.5,1,0.1,-4,-11,3
O=C(CC1C(=O)NCCN1Cc1c(F)cccc1Cl)NCCc1ccccn1 (stereo unspecified),-11,-1,3,10,0.5,4,-1.5,-12,1,3
Nc1nnc(SCC(=O)Nc2nccs2)s1,3,-2,10,/,0.2,-4,-0.6,/,-11,2

# An excerpt from above in order of the SR-BI uptake up value, rising:
mol	SR-BI uptake up
O=C(NCCC(=O)N(Cc1ccco1)Cc1cccs1)c1ccc([N+](=O)[O-])cc1	-13
N#Cc1ccc(OCC(=O)OCC(=O)c2ccc[nH]2)cc1	-10
CN(/N=C/c1cc([N+](=O)[O-])ccc1O)c1ccccc1	0
COc1ccccc1OCCn1c(CO)nc2ccccc21	6
Cc1ccc(-c2nn(-c3ccccc3)cc2C2CC(c3cccs3)=NN2C(=O)CCC(=O)O)cc1 (stereo unspecified)	15

# Compound activity from PubChem BioAssay.
